# GSK3A inh = inhibitors of human GSK-3 alpha kinase; ADP-Glo luminescence, 60 min; inhibition, % at 10 µM; 320,000 tested, 0.1% active; AID 2650;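 in the data active = inhibition above about 50%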;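 also: GST-tagged GSK-3 alpha with peptide substrate and 25 µM ATP; 0% = DMSO neutral wells and 100% = GW8510 positive control wells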
# Target sequence (P49840 whole entry, looked up): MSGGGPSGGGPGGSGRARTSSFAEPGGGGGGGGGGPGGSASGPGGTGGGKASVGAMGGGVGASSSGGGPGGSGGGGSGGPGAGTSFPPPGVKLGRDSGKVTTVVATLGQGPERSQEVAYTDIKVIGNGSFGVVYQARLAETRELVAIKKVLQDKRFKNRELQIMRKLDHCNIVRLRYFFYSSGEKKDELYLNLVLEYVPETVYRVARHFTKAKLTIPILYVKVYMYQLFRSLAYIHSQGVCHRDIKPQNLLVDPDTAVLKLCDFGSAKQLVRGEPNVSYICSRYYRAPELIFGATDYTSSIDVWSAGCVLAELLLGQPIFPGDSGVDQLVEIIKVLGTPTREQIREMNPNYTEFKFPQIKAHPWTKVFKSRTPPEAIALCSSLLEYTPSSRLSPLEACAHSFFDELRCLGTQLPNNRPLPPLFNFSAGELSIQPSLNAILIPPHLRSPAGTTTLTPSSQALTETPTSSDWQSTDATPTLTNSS
# Dyrk1A ADPGlo = inhibitors of rat Dyrk1A kinase; Q63470; ADP-Glo luminescence, NFATc1 peptide; inhibition, % at 12.5 µM; 310,000 tested, 0.43% active; in the data active = inhibition above about 50%;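 also: plate controls were vehicle with enzyme for no effect and no enzyme for full effect; many of its hits are not listed in these tables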
# * hit, by the source's call. This is a subset, so the mix of outcomes need not match the whole.
SMILES,GSK3A inh,Dyrk1A ADPGlo
COc1cc(C)c(CN2CCN(CC(=O)Nc3ccccc3C(=O)NC3CC3)CC2)cc1OC,-1,0
CCC(CO)Oc1cc(NCc2cccc(F)c2)c2ncn(C(C)C)c2c1 (stereo not given),2,3
CC1CN(C(=O)c2cc(-c3ccncc3)nc3ccccc23)CC(C)O1 (stereo not given),-1,4
Cc1ccc(NC(=O)NC(=O)CN2CCC(C(N)=O)CC2)c(C)c1,1,10
Cc1noc(C)c1COc1cccc(C(=O)N(C)Cc2nc3ccccc3c(=O)[nH]2)c1,1,2
C=CCn1c(SCC(=O)c2ccc(O)c(O)c2)nnc1-c1cccc(Cl)c1,2,3
Cc1nc(C)c(C(=O)OCC(=O)NCCc2ccc(S(N)(=O)=O)cc2)s1,-1,-2
NC[C@H](Cc1ccccc1)NCCc1cc(C(F)(F)F)cc(C(F)(F)F)c1,2,2
Cc1ccc(C(=O)CCC(=O)OC(C)C(=O)NC2CCCCC2C)cc1 (stereo not given),-1,13
Cc1cccc(NC(=O)C2CCN(C(=O)c3ccccc3C)CC2)n1,-1,11
COc1ccc(-c2c(C#Cc3ccsc3)c3cc(-c4ccc5c(c4)OCCO5)ccc3n2C)cc1,-2,4
Cc1ccc(NC(=O)COC(=O)COc2ccc3ccc(=O)oc3c2)cc1[N+](=O)[O-],-1,-5
CN1CCN(S(=O)(=O)c2cccc(C(=O)N(C)Cc3c(F)cccc3Cl)c2)CC1,0,10
CC(C)C[C@H]1CN=C(Nc2ccccc2)N1CC(C)C,1,3
COc1ccc(S(=O)(=O)N2CCOCC2)cc1NC(=O)COC(=O)C1CC1C (stereo not given),-3,1
COc1cccc(-c2csc3ncnc(Sc4nnnn4C)c23)c1,-2,6
O=c1oc(CCO)cc2ccc(Br)cc12,-51,-1
CC(C)(C)OC(=O)C[C@H]1C/C=C\C[C@H](CC(=O)N[C@H](CO)Cc2ccccc2)C(=O)N[C@@H](Cc2ccccc2)COC1=O,2,-2
C=CCn1c(SCC(=O)Nc2sc3c(c2C#N)CCC(C)C3)nc2cc(C(=O)O)ccc2c1=O (stereo not given),1,5
CSCC[C@@H](C(=O)NCCCCCCCCCCC(=O)N1CCNCC1)n1cc(CCO)nn1,-4,2
CCOC(=O)CCCCCC(=O)Nc1ccc2c(c1)CC(=O)N([C@@H](C)CO)C[C@H](C)[C@@H](CN(C)Cc1ccccc1)O2,-2,-1
COc1ccc(C(=O)NCC(c2ccccc2)N2CCCC2)cc1S(=O)(=O)N1CCOCC1 (stereo not given),-2,-2
COC(=O)c1cc(Oc2ccc(S(=O)(=O)N3CCOCC3)cc2[N+](=O)[O-])cc(C(=O)OC)c1,0,-1
Cc1ccc(NC(=O)CN2C(=O)C(=O)N(C3CCCC3)C2=O)c(Cl)c1,-4,0
Cc1ccccc1-c1cc(C(=O)NCC2CC2)n(CC2CC(c3cccnc3)=NO2)n1 (stereo not given),-3,-5
CCN(CC)S(=O)(=O)c1ccc(N2CCOCC2)c(NS(=O)(=O)c2cccs2)c1,4,-3
CC(C)(C)OC(=O)N1CCC(NC(=O)c2nc[nH]c2C(=O)N2CCc3ccccc3C2)CC1,4,-2
Cc1ccc(S(=O)(=O)N2CCOCC2)cc1NC(=O)COC(=O)COc1ccccc1[N+](=O)[O-],-3,-1
CC1(c2ccc3c(c2)OCCO3)NC(=O)N(CC(=O)c2ccc[nH]2)C1=O (stereo not given),0,4
c1ccc2c(c1)CCc1c(-c3ccncc3)n[nH]c1-2,34,40
O=C(CN1C(=O)C(=O)N(Cc2ccco2)C1=O)Nc1ccc(F)c(F)c1F,0,4
O=C1C=C(c2ccc(-c3ccccc3)cc2)C[C@@H](c2ccc3c(c2)OCO3)C1,0,-4
CCN(Cc1nc2cc(Cl)ccc2c(=O)[nH]1)C(=O)c1nn(C)c(=O)c2ccccc12,2,4
CCCCCC#CCN1CCN(C23CC4CC(CC(C4)C2)C3)CC1,-7,2
CCOc1ncccc1C(=O)OC(C)C(=O)Nc1ccc(N2CCOCC2)cc1 (stereo not given),0,-3
CN(C)S(=O)(=O)c1cccc(NC(=S)NNC(=O)c2cc3ccccc3cc2O)c1,3,16
CCOC(=O)c1c(NC(=O)COC(=O)c2cnccn2)sc(C)c1C,1,1
COCc1cc(=O)c2ccccc2o1,-1,-16
COc1ccc(NC(=O)Nc2cccc3c2O[C@H](CN(C)S(=O)(=O)c2ccc(F)cc2)[C@@H](C)CN([C@H](C)CO)C3=O)cc1,0,-4
CC(=O)N[C@@H](Cc1c[nH]c2ccccc12)C(=O)OCc1cc(C(F)(F)F)cc(C(F)(F)F)c1,1,7
Cc1ccc(S(=O)(=O)N2CCCCC2)cc1NC(=O)CSc1nc(N)cc(=O)[nH]1,0,5
COc1ccc(S(=O)(=O)N2CCN(C)CC2c2ccccc2)cc1 (stereo not given),14,-1
Cc1cnc(C(=O)OCc2nc3ccccc3o2)cn1,-2,1
CC1(C)CC[C@]2(C(=O)O)CC[C@]3(CO)C(=CCC4[C@@]5(C)C[C@H](O)[C@H](O)[C@@](C)(C(=O)O)C5CC[C@]43C)[C@@H]2C1 (stereo not given in full),-1,8
CC(=O)Nc1ccc(-c2csc(NC(=O)CCNC(=O)c3ccco3)n2)cc1,-1,-1
O=C(/C=C/c1ccc(S(=O)(=O)N2CCOCC2)cc1)NCc1ccccc1F,0,0
C=CC[C@H](CC(=O)N(CCO)Cc1ccccc1)C(=O)N[C@@H](C)COC(=O)[C@H](CC=C)CC(=O)OC(C)(C)C,-1,1
COc1ccc(S(=O)(=O)Nc2ccc3c(c2)C(=O)N([C@H](C)CO)C[C@H](C)[C@@H](CN(C)S(C)(=O)=O)O3)cc1,-4,1
Cc1cc(Cn2nc(C(=O)NCc3cccs3)cc2-c2ccccc2)on1,0,6
CC1(C)CCC[C@]2(C)[C@H]3Cc4cc(O)ccc4O[C@]3(C)CC[C@@H]12,-1,-7
COc1ccc(NC(=O)Cc2ccsc2)cc1S(=O)(=O)N1CCOCC1,-3,-2
CCn1ccnc1CC1COc2ccccc2O1 (stereo not given),2,-10
C[C@@]12C(=O)N(c3cccc(F)c3)C(=O)N1[C@@H]1c3ccccc3OC[C@@H]1[C@H]2c1ccccc1,-2,8
CC1(C)CC(=O)C=C(c2ccc(F)cc2OCc2ccccc2)C1,-1,-10
C[C@]12C(=O)N(c3ccc(C(F)(F)F)cc3)C(=O)N1[C@H]1c3ccccc3OC[C@@H]1[C@H]2c1ccccc1,-1,4
CN(CC(=O)NC1CCCC1)S(=O)(=O)c1cccc(Cl)c1,-1,-3
O=C(/C=C/c1ccc([N+](=O)[O-])cc1)OCC(=O)N1CCCCCC1,-1,-2
COc1ccc(NC(=O)COC(=O)c2ccc(C)c(S(=O)(=O)N3CCCCC3)c2)cc1,-2,-2
CCOc1ccc(C(=O)CCC(=O)N2CCN(c3ccccc3O)CC2)cc1,0,-1
C[C@H](CO)N1C[C@H](C)[C@@H](CN(C)C(=O)Nc2ccccc2)Oc2c(NC(=O)Nc3ccccc3)cccc2C1=O,0,0

# Four of the compounds above, with the structure last:
GSK3A inh	Dyrk1A ADPGlo	compound
-4	1	COc1ccc(S(=O)(=O)Nc2ccc3c(c2)C(=O)N([C@H](C)CO)C[C@H](C)[C@@H](CN(C)S(C)(=O)=O)O3)cc1
0	6	Cc1cc(Cn2nc(C(=O)NCc3cccs3)cc2-c2ccccc2)on1
-1	-7	CC1(C)CCC[C@]2(C)[C@H]3Cc4cc(O)ccc4O[C@]3(C)CC[C@@H]12
-3	-2	COc1ccc(NC(=O)Cc2ccsc2)cc1S(=O)(=O)N1CCOCC1

# Next section.
SMILES,GSK3A inh,Dyrk1A ADPGlo
C=CC[C@@H](CC(=O)N[C@@H](CO)Cc1ccccc1)C(=O)N[C@H](COC(=O)[C@H](CC=C)CC(=O)OC(C)(C)C)Cc1ccccc1,-2,2
COc1ccc([C@H]2CC(=O)C=C(c3ccc(OC(F)(F)F)cc3)C2)cc1OC,-2,0
CCOc1ccc(NC(=O)CN(C)C(=O)C2CSC3(C)CCC(=O)N23)cc1OCC (stereo not given),-2,0
CC(=O)Nc1ccc(S(=O)(=O)N2CCNC(=O)C2)cc1,0,-5
Cc1nnc(NC(=O)c2cccc(S(=O)(=O)N(C)c3cccc(Cl)c3)c2)s1,6,4
N#Cc1ccccc1OCC(=O)NNC(=O)CCC1CCCC1,-5,-6
COc1ccc2cc1Oc1ccc(cc1)C[C@H]1c3cc(c(OC)cc3CCN1C)Oc1c(OC)c(OC)cc3c1[C@@H](C2)N(C)CC3,2,3
CC(=O)Nc1ccc(NC(=O)COC(=O)c2c(-c3ccccc3)noc2C)cc1,2,-1
O=C1C=CN2CCCC2CC1 (stereo not given),-1,-11
CC1CCN(C(=O)c2[nH]cnc2C(=O)N[C@@H](C)c2ccccc2)CC1,0,9
CCOc1ccccc1NC(=O)COC(=O)CN1C(=O)NC(C)(C)C1=O,-1,2
COc1ccc(NC(=O)CSCC(=O)N(C)CC(=O)Nc2c(C)cccc2C)cc1,-2,2
COc1ccc(-c2sc3ccccc3c2-c2ccc(O)cc2)cc1,-2,11
O=C(Cn1cnc2c(OCc3ccccc3)ncnc21)N1CCN(c2ccccn2)CC1,-2,-4
CCOC(=O)[C@H]1[C@H]2COc3ccc(Cl)cc3[C@@H]2N2C(=O)c3cc(C)ccc3NC(=O)[C@@]12C,-3,5

# Pulled by structure from the list above, 2 records:
SMILES,GSK3A inh,Dyrk1A ADPGlo
CC(=O)N[C@@H](Cc1c[nH]c2ccccc12)C(=O)OCc1cc(C(F)(F)F)cc(C(F)(F)F)c1,1,7
Cc1ccc(NC(=O)CN2C(=O)C(=O)N(C3CCCC3)C2=O)c(Cl)c1,-4,0

# Four of the compounds above, as labelled records.
Compound: O=C1C=CN2CCCC2CC1 (stereo not given)
- GSK3A inh = -1
- Dyrk1A ADPGlo = -11
Compound: CC1CCN(C(=O)c2[nH]cnc2C(=O)N[C@@H](C)c2ccccc2)CC1
- GSK3A inh = 0
- Dyrk1A ADPGlo = 9
Compound: CCOc1ccccc1NC(=O)COC(=O)CN1C(=O)NC(C)(C)C1=O
- GSK3A inh = -1
- Dyrk1A ADPGlo = 2
Compound: COc1ccc(NC(=O)CSCC(=O)N(C)CC(=O)Nc2c(C)cccc2C)cc1
- GSK3A inh = -2
- Dyrk1A ADPGlo = 2

# Next structures follow:
SMILES,GSK3A inh,Dyrk1A ADPGlo
CC(=O)Nc1ccc(S(=O)(=O)Nc2ccc3nc(C)sc3c2)cc1,-1,1
COc1cc(C)ccc1OCC(=O)OCC(=O)c1cc(C)n(CC2CCCO2)c1C (stereo not given),-5,-6
COC(=O)[C@]1(C)N[C@H](CN(C)C(=O)NC(C)C)[C@@H]2C(=O)N(C)C(=O)[C@@H]21,1,-5
N#CCSc1ccc(S(=O)(=O)N2CCOCC2)cn1,0,-1
[O-][n+]1c2ccccc2c2n1CCN1CCOC21c1ccc(Cl)cc1 (stereo not given),-2,4
O=C(CCNC(=O)c1ccc(Cl)cc1)NC1CCCCCC1,3,1
CCC(=O)c1ccc(OCC(=O)Nc2ccc3c(c2)OCCO3)cc1,-1,1
COc1cc(OC)cc(C(=O)NC(C(=O)Nc2ccc3c(c2)OCCO3)C(C)C)c1 (stereo not given),0,2
CC(=O)N1CCN(S(=O)(=O)c2cccc(C(=O)OCC(=O)N(Cc3ccccc3)C(C)(C)C)c2)CC1,0,-6
Cc1noc(C)c1S(=O)(=O)N(C)C[C@H]1Oc2c(NC(=O)Nc3ccccc3)cccc2C(=O)N([C@H](C)CO)C[C@@H]1C,-5,0
C[C@H](NC(=O)c1[nH]cnc1C(=O)Nc1ccon1)c1ccccc1,-1,4
C[C@H](CO)N1C[C@H](C)[C@@H](CN(C)S(C)(=O)=O)Oc2ccc(NC(=O)Nc3ccc4c(c3)OCO4)cc2C1=O,0,1
COc1ccccc1[C@]1(C)ON(c2ccccc2C(F)(F)F)C1=O,-4,7
O=C(CSc1nc2cc(Cl)ccc2s1)NCC1CCCO1 (stereo not given),-2,-2
O=C(OC1CCOC1=O)c1ccccc1C(=O)c1ccc(Cl)c([N+](=O)[O-])c1 (stereo not given),6,0
COc1ccccc1C(=O)NCC(=O)N1CC=C(c2ccccc2)CC1,-7,0
COC(=O)c1ccc(CNC(=O)CCNC(=O)c2ccco2)cc1,-5,-6
NC(=O)c1cc([N+](=O)[O-])c(Cl)cc1NCc1ccccn1,21,5
CCC(CO)Oc1cc(NCc2ccc(Cl)cc2)c2ncn(C(C)C)c2c1 (stereo not given),0,9
CC(=O)Nc1ccc(NC(=O)COC(=O)c2cc(S(=O)(=O)N3CCCC3)ccc2O)cc1,-1,-4
CC(=NNC(=O)c1ccc(NS(=O)(=O)c2cccs2)cc1)c1ccc(OCC(N)=O)cc1,-2,5
Cc1ccccc1NC(=O)Cc1nc(COC(=O)COc2ccc(C(C)(C)C)cc2)cs1,3,-2
CCN1C(=O)CC(c2ccccc2)N(C2CCCC2)c2nc(Nc3ccc(C(=O)NC4CCN(C)CC4)cc3OC)ncc21 (stereo not given),6,45
CC(C)COC(=O)N1CC(O)CC1C(=O)Nc1ccc2c(c1)OCO2 (stereo not given),-1,-5
CC(C)(C)c1ccc(-c2nnc(SCC(=O)NC3CC3)o2)cc1,22,6
CC(Sc1nnc(C(F)(F)F)n1C)C(=O)Nc1ccc(N2CCOCC2)cc1 (stereo not given),-3,-4
C/C(=C\COc1ccc2ccc(=O)oc2c1)CC[C@@H](O)C(C)(C)O,1,11
O=C(OCc1cc(=O)n2ccsc2n1)c1ccccc1O,-2,0
COc1ccc([C@H]2CC(=O)C=C(c3cc(C=O)ccc3OC)C2)cc1,0,15
Cc1cc(CNC(=O)c2cccc3c2C(=O)c2ccc(-c4ccc(F)cc4OCc4ccccc4)cc2S3(=O)=O)c(C(F)(F)F)o1,2,9
O=C(OCc1c(-c2ccccc2)ncc2ccccc12)c1cccc(Br)c1,0,-28
O=C(COC(=O)c1ccc(Cl)nc1)Nc1ccc2c(c1)CCC2,1,-4
CCCn1c(N)c(C(=O)CSc2nnc(-c3ccoc3C)n2C)c(=O)n(C)c1=O,11,0

# Assay outcomes from PubChem.
